# Assay outcomes from PubChem BioAssay.
# KDM5B inh: KDM5B demethylase inhibition | KDM5B demethylase, FDH-coupled NADH fluorescence (FDH is formaldehyde dehydrogenase) | 220,000 tested, 2.6% active | Q9UGL1 | Potency, µM (highest dose often 57.7 µM), inactives show top-dose activity change, negative = inhibition, actives largely listed as inhibitors; active = well fitted inhibition curve with a large enough effect; inconclusive = small, poorly fitted or top-dose-only effect; inactive = no such curve, though single readings can be large or run the other way; also: 0% is about no effect; nearly all actives have a fitted effect of over 70% in size
# Target sequence (Q9UGL1 whole entry, looked up): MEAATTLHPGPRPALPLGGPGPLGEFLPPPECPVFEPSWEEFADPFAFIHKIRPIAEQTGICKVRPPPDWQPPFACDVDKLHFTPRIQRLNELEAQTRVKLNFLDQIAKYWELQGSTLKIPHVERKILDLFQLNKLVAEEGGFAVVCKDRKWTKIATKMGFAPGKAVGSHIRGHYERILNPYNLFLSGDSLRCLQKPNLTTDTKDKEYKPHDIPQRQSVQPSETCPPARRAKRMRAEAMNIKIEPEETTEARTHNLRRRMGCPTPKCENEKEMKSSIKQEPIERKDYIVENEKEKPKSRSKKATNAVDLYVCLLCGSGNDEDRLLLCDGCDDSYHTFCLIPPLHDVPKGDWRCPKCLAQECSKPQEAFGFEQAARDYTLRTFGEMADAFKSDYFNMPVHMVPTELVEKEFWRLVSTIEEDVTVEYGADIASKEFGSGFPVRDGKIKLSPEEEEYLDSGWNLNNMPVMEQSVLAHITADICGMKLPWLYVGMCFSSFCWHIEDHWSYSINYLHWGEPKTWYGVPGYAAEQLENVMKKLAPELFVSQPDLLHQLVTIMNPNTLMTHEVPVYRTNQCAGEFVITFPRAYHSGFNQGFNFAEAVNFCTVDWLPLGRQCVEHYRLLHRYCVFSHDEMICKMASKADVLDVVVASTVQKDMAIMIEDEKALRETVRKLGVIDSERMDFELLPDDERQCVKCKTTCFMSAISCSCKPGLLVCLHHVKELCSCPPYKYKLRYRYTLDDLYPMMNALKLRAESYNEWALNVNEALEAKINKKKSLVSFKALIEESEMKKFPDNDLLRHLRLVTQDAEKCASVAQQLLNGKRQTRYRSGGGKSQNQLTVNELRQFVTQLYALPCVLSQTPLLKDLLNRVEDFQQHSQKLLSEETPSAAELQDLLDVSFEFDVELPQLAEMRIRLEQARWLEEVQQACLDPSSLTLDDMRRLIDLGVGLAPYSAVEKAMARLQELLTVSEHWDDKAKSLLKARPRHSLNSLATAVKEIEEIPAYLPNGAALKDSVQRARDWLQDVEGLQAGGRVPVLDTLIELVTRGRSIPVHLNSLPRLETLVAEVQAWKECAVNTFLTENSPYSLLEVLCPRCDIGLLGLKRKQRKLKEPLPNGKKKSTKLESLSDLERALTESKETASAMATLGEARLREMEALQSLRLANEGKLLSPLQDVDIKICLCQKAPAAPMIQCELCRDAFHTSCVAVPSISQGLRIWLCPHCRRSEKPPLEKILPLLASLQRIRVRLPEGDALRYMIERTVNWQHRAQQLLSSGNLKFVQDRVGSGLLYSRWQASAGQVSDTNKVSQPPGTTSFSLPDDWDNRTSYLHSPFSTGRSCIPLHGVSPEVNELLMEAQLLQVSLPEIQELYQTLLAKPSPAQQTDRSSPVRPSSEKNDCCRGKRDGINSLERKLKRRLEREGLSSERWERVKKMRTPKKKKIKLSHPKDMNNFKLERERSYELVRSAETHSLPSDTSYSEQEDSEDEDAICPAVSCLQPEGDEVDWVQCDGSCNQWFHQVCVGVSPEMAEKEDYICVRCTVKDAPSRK
#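 KDM5BΔAP (200 nM final) in 50 mM HEPES pH 7.5, 0.01% Tween-20 was preincubated 10 min at RT with compound over a concentration range. Substrate mix (H3K4me3 12.5 µM, α-KG 25 µM, Fe²⁺, ascorbate, NAD⁺, FDH) was added, and NADH fluorescence change over 30 min gave dose-response curves.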
# * hit, by the source's call; i = inactive; u = inconclusive; [ ] = another dose, or the depositor's remark. Potency is read from the fitted curve at half-maximal effect. An excerpt. The share of hits here may be higher or lower than overall.
molecule	KDM5B inh
COC(=O)[C@H](C(C)C)N1Cc2nnn(Cc3ccccc3)c2-c2cc(F)ccc2S1(=O)=O	-6%
Cc1cccc(NC(=O)CCn2cnnn2)c1	-6%
COC(=O)c1cccc(NC(=O)NCc2cccn2Cc2ccccc2)c1	-4%
COC[C@H]1NC(=O)CC[C@H]1C(=O)O	-23%
O=C(CSc1nnc(NC(=O)c2ccccc2F)s1)NC1CC1	4%
Cn1c(C(O)c2ccc(Br)cc2)nc(Cl)c1Cl (stereo unspecified)	17%
COc1ccccc1C(=O)OCc1cc(=O)n2nc(C3CCCCC3)sc2n1	13%
O=C(Nc1cccc(Br)c1)c1cc2ccc(O)cc2oc1=O	u
CCCc1cc(CNC(=O)c2ccc(NC3CCOC(C)(C)C3)nc2)on1 (stereo unspecified)	u
Cc1cccc2c(C(=O)O)c3cccc(C)c3nc12	u

# More compounds follow.
molecule	KDM5B inh
CC1(c2ccccc2)N(Cc2ncccn2)C(=O)OC12CCN(CCCc1ccccc1)CC2 (stereo unspecified)	u
C[C@]1(CO)[C@H]2Cc3sc(NC(=O)C4CCCCC4)nc3[C@@H](CC(=O)O)[C@]2(C)CC[C@H]1O	4%
Cc1cccc(-c2nc3cc(NC(=O)COc4ccccc4F)ccc3o2)c1	u
COc1cc2[nH]c(C(=O)N3CCN(c4ccccc4F)CC3)cc2c(OC)c1OC	1%
O=C(Nc1ccc2c(c1)OCCCO2)c1ccccc1SCc1ccsc1	1%
CN1CCC2(C1)CN(Cc1ccccc1)c1ccc(C(=O)NCC3CC3)cc12 (stereo unspecified)	35µM*
O=C1OC(C(=O)Nc2cccc3ncccc23)Cc2ccccc21 (stereo unspecified)	-1%
CCOC(=O)CCc1c(C)c(C#N)c2nc3ccccc3n2c1-n1ccnc1	-21%
COc1ccc(OCc2cc(C(=O)NCc3ccncc3C)n[nH]2)c(Cl)c1	-1%
Cc1cc(NC(=O)c2ccc(F)cc2F)n(CCC#N)n1	24%

# (more compounds)
molecule	KDM5B inh
CCOc1ccc(-c2cc3c(=O)n(CC(=O)NCc4ccc(F)cc4)ccn3n2)cc1	-12%
CCCN(C(=O)COc1cc(=O)n(CC)c2ccccc12)c1ccc(C(C)C)cc1	u
Cc1ccc(S(=O)(=O)N2CCc3c(C(=O)NCC(C)C)cccc32)cc1	-16%
CCCc1noc(-c2cn(C3CCN(C(=O)c4ccoc4)CC3)nn2)n1	10%
COCCn1nnnc1C1CC2(CCOCC2)C(=O)N1Cc1cccc(C)c1 (stereo unspecified)	-13%
CCC(=O)O/N=C(\N)c1ccc(Oc2cc(C)c(Cl)c(C)c2)c([N+](=O)[O-])c1	0%
COC[C@@H]1CN(C(=O)c2cc3ccccc3[nH]2)C[C@H]1c1nc(C)no1	-7%
CCOc1ccc2ccccc2c1CNCc1ccco1	16%
CC(C)c1ccc(NC(=O)CN2C(=O)C(c3ccccc3)=NC23CCCCC3)cc1	3%
Cc1cnc(C(=O)N[C@@H]2CCC[C@@H]2C(=O)Nc2ccc(C)c(F)c2)cn1	7%

# Carrying on:
molecule	KDM5B inh
COc1ccccc1C(=O)Nc1ccc2oc(-c3ccc(Cl)cc3)nc2c1	5%
COc1cccc(-c2n[nH]c3c2C(c2cccc(O)c2)N(C)C3=O)c1 (stereo unspecified)	12%
CCc1nnc(NC(=O)CSc2nc3c([nH]c4ccccc43)c(=O)n2-c2ccc(F)cc2)s1	-24%
COc1ccc2[nH]cc(C(C(=O)O)N3CCCC3)c2c1 (stereo unspecified)	8%
COc1ccc(C(=O)N[C@H]2CCOC[C@H]2C2CCOCC2)cc1O	14%
O=C(c1cc(-c2ccco2)nc2ccccc12)N1CCCCCC1	u
Cc1nccc(N2CCC3(CC2)CN(CCCN2CCC(N(C)C)C2)C(=O)O3)n1 (stereo unspecified)	u
CCNC(=O)c1n[nH]c2c1CN(C(=O)c1cccc(Cl)c1)CC2	8%
Nc1c(C(=O)NCc2ccc(Cl)cc2)sc2nc(-c3ccc(F)cc3)ccc12	u
Cc1cc(=O)n(CC(=O)Nc2ccc(F)cc2)c(N2CCN(c3ccccc3)CC2)n1	2%

# Additional structures:
molecule	KDM5B inh
CSc1ccccc1NC(=O)COC(=O)Cn1cc(C(F)(F)F)ccc1=O	21%
Cc1cc(N2CCOCC2)n2nc(C(F)(F)F)c(-c3ccccc3)c2n1	u
COc1cc(C(=O)OCC(=O)NCC2CCCO2)cc(OC)c1OC (stereo unspecified)	-13%
Cc1cc(C(=O)Cn2cnc3c2c(=O)n(C)c(=O)n3C)c(C)[nH]1	-16%
COc1ccc(-c2cc3c(=O)n(CCNC(=O)c4ccccn4)ccn3n2)cc1	u
O=C(NCCN1CCCCC1)c1nc(-c2cccc3[nH]ccc23)no1	-3%
Nc1nccnc1C(=O)NCc1ccccc1CN1CCCCC1	u
C1=C(CCNCC2CCCCC2)CCCC1	13%
COc1ccc(-c2ccc3nc(-c4cc(F)ccc4F)oc3c2)c(OC)c1OC	i
O=C(CCc1cccs1)N1CCSCC1	21%

# Other structures follow:
molecule	KDM5B inh
CC(C)Cn1c(CN(C)C(C)c2ccon2)cnc1S(=O)(=O)Cc1ccccc1 (stereo unspecified)	23%
CCOC(=O)CNC(=O)c1cc2c(=O)n3cccc(C)c3nc2s1	u
CCC(=O)Nc1ccc(CC)cc1-c1nc2ccccc2n(CC(=O)c2ccc(OC)cc2)c1=O	-23%
O=S(=O)(c1ccc(F)cc1)N1CCCC(Cc2noc(-c3cccnc3)n2)C1 (stereo unspecified)	11%
Cc1ccc(CNC(=O)N2CCCC(c3noc(COc4ccccc4F)n3)C2)cc1 (stereo unspecified)	-10%
CN(CC(=O)Nc1ccc(OC(F)(F)F)cc1)C(=O)Cc1c(Cl)cccc1Cl	8%
CCn1cc(S(=O)(=O)N2CCC3(CC2)CN(Cc2ccc(OC)cc2)C3=O)cn1	4%
Cc1cc(CNC(=O)C2CC(=O)N(c3ccc(C(C)C)cc3)C2)no1 (stereo unspecified)	5%
CC1(C)CN(C(=O)c2ccccc2Oc2ccccc2)CC1(C)O (stereo unspecified)	30%[activator]
COc1ccc(-c2ccnc3c2c(=O)[nH]c(=O)n3Cc2ccco2)cc1OC	u

# Overlap with the part before: 5 entries, then new ones.
molecule	KDM5B inh
CN(CC(=O)Nc1ccc(OC(F)(F)F)cc1)C(=O)Cc1c(Cl)cccc1Cl	8%
CCn1cc(S(=O)(=O)N2CCC3(CC2)CN(Cc2ccc(OC)cc2)C3=O)cn1	4%
Cc1cc(CNC(=O)C2CC(=O)N(c3ccc(C(C)C)cc3)C2)no1 (stereo unspecified)	5%
CC1(C)CN(C(=O)c2ccccc2Oc2ccccc2)CC1(C)O (stereo unspecified)	30%[activator]
COc1ccc(-c2ccnc3c2c(=O)[nH]c(=O)n3Cc2ccco2)cc1OC	u
CC1CCN(CCCNC(=O)C2CCCN(Cc3ccncc3)CCC(=O)NCC2)CC1 (stereo unspecified)	u
CC(=O)Nc1ccc(-c2nnc3n(Cc4ccc(C)cc4)c(=O)c4ccccc4n23)cc1	8%
COc1cc2c(cc1OC)-c1c(c(C(=O)Nc3ccncc3)nn1-c1ccccc1F)C2	-15%
Nc1nc2c(s1)C(c1ccc(F)c(F)c1)CC(=O)N2 (stereo unspecified)	u
N#Cc1ccc(CN2CCC(N3CCCOC3=O)CC2)cc1	u
CC(=O)c1cccc(-n2c(=O)c3c4c(sc3n(Cc3ccccc3Cl)c2=O)CN(C(C)=O)CC4)c1	-4%
COC(=O)c1ccc(C(=O)NN)cc1	-5%
O=C(CCNc1c(-c2cccc(F)c2)nc2cnccn12)N1CCCC1	28µM*
O=C1c2c(-c3nc(-c4ccsc4)no3)nnn2CCN1CC1CCCO1 (stereo unspecified)	-9%
COc1cccc(CNC(=O)c2ccc3c(c2)N(C)C(=O)C2CCCCN32)c1 (stereo unspecified)	u

# The listing continues:
molecule	KDM5B inh
N#CC(C(=O)CC1CCCCC1)C(=O)Nc1ccccc1Cl (stereo unspecified)	1%
COc1ccc(-c2nnc3ccc(NC4CCCCC4)nn23)nc1	32µM*
CN1CCSc2ccc(C(=O)NCc3ccccc3F)cc21	u
Cc1cccc(-c2nc3ccccc3c(=O)n2CCN(C)C)c1	11%
Fc1cccc(CSc2ncnc3nc[nH]c23)c1	13%
Cc1c(NC(=S)N/C(=N/S(=O)(=O)c2ccc(Cl)cc2)c2ccccc2)c(=O)n(-c2ccccc2)n1C	u
Cc1cc(C)cc(C(=O)Nc2cccc(-c3nnc4n3CCCC4)c2)c1	5%
CCNC(=O)c1ccc(=O)n(Cc2ccc(Cl)cc2Cl)c1	4%
COc1cccc(C(=O)N2c3nc(-c4ccco4)nn3C3(CCCCC3)[C@@H]3CCCC[C@@H]32)c1	u
Cc1ccc(CNC(=O)CCc2cn(Cc3ccc(C)cc3)c3ccccc23)cc1	-10%

# A draw from above in order of length of the SMILES, low to high:
molecule	KDM5B inh
N#CC(C(=O)CC1CCCCC1)C(=O)Nc1ccccc1Cl (stereo unspecified)	1%
COc1ccc(-c2nnc3ccc(NC4CCCCC4)nn23)nc1	32µM*
COc1cccc(C(=O)N2c3nc(-c4ccco4)nn3C3(CCCCC3)[C@@H]3CCCC[C@@H]32)c1	u

# Later entries
molecule	KDM5B inh
CCC1CN(C(=O)N2CCC(C(=O)N3CCN(c4ccccc4)CC3)CC2)c2ccccc2O1 (stereo unspecified)	-6%
CCCc1nn2c(=O)cc(COC(=O)c3cccs3)nc2s1	-11%
CCCCN(CC)CCNC(=O)Cn1cc2c(n1)-c1c(oc(C(=O)N3CCCC3)c1C)CC2	u
COc1ccccc1N1CCN(C(CNC(=O)C(=O)NCCN(C)C)c2cccnc2)CC1 (stereo unspecified)	-8%
O=C(Oc1ccc2ccccc2c1)C1(c2ccccc2)CC1	-4%
COc1cccc(-n2c(SCC(=O)c3ccccc3)nc3c([nH]c4ccccc43)c2=O)c1	-49%
CCOCCCNC(=O)c1cc2c(=O)[nH]c3ccccc3c2n1C	u
CCc1nc2c(c(-c3ccc(Cl)cc3)n1)CN(C(=O)c1ccccc1C)CC2	17%
C=CCNC(=O)Cc1ccc(N(Cc2ccccc2)C(=O)c2ccco2)cc1	-11%
COCC(=O)N[C@H](C)c1c(-c2ccc(F)cc2)noc1C(=O)O	u

# Later entries
molecule	KDM5B inh
CCCCn1cnc2c1c(=O)[nH]c(=O)n2CCCC	-6%
CCc1ccc(NC(=O)CSc2nc(-c3ccccc3)no2)cc1	-6%
O=C(NCc1ccc(F)cc1)C(=O)c1cn(CC(=O)N2CCCC2)c2ccccc12	7%
O=C1[C@@H]2C[C@@H](CN2CC2CC2)Oc2ccccc2N1Cc1cccnc1	16%[86.2 µM]
COc1cc(NC(=O)c2cc3n(n2)CC(c2ccc4c(c2)OCO4)OC3)c(OC)cc1Cl (stereo unspecified)	378%[activator]
Cc1cc(C)c(NC(=O)c2nn(C(C)C)c(=O)c3ccccc23)c(Cl)c1	4%
Cc1cc(CNC(=O)[C@@H]2CCC[C@@H](NC(=O)C(C)(C)C)CN(C)C(=O)C2)no1	1%[86.2 µM]
COc1ccc(N2CC3CCC(C2)N3Cc2cccc(-c3cccnc3)c2)cc1	-13%[115 µM]
C/C(=N\Nc1ccc(Br)cc1)c1ccc([N+](=O)[O-])cc1	-25%
CC(=O)Nc1ccc(S(=O)(=O)NC2=NCN(Cc3cccnc3)CN2)cc1	-9%

# Additional structures follow.
molecule	KDM5B inh
O=C(c1cc2ccccc2oc1=O)N1CCN(CCc2ccccc2)CC1	-23%
Cc1ccc(NC(=O)C2CCN(C(=O)c3ncn4c3COC(c3ccc(F)cc3)C4)CC2)c(C)c1 (stereo unspecified)	27%
CCOC(=O)Cc1ccc(NC(=O)NC(C)C(=O)N2CCc3ccccc32)cc1 (stereo unspecified)	-3%
O=C(Nc1ccccc1)N(Cc1c[nH]c2ccccc12)C1CCCCCC1	-15%
Nc1nc(Cl)ccc1[N+](=O)[O-]	-25%
CCOC(=O)c1ccc(-c2ccc(/C=C/C(=O)c3cccc(N4CCOCC4)c3)o2)cc1	2%
O=Cc1c[nH]c2cccc(Cl)c12	6%
Cc1ccc(-c2nc3ccccc3o2)cc1NC(=O)Cc1ccc(Cl)cc1	12%
O=C(NC(=O)c1cc(OCC(F)(F)F)ccc1OCC(F)(F)F)Nc1ccccc1	12%
Nc1ncccc1C(=O)OCC(=O)N1CCN(S(=O)(=O)c2ccc(Cl)cc2)CC1	u

# (continued)
molecule	KDM5B inh
Cc1cn2nc(C(=O)Nc3ccccc3F)cc2c(N(C)Cc2ccccc2)n1	22µM*
CC(=O)c1c[nH]c(C(=O)NC(C)c2ccccc2F)c1 (stereo unspecified)	16%
CN(C)CCNc1oc(-c2cccc(Cl)c2)nc1C#N	u
CCN1C(=O)CCC2(C(=O)N3CCN(Cc4ccc5c(c4)OCO5)CC3)CCCC=C12 (stereo unspecified)	-4%
O=C(Nc1cc(C(F)(F)F)ccc1Cl)c1noc2c1CCCC2	14%
Cc1ccc(S(=O)(=O)N(C)Cc2cccc(C(F)(F)F)c2)cc1	-2%
CCSC1=NC2(CCN(C(=O)NC3CCCCC3)CC2)N=C1c1ccc(C)c(C)c1	-4%
O=C(c1cccc(F)c1)N(Cc1cccs1)C1CC1	-3%
CCc1cc2c3c([nH]c2cc1S(=O)(=O)NCCCOC)CC(C)(C)CC3=O	-1%
COc1ccc(C(=O)N2CCC3(CC2)C(OC)C(=O)N3CC2CC2)cn1 (stereo unspecified)	24%
CN1C(=O)c2cncnc2OCC1CNC(=O)Cc1cccs1 (stereo unspecified)	-20%[86.2 µM]
COc1ccc(-c2nc3c(s2)CN(C(C(=O)O)c2c[nH]c4ccc(Br)cc24)CC3)cc1 (stereo unspecified)	u
